# From PubChem BioAssay
# BaF3 parental: reduces parental Ba/F3 cell viability, JAK2V617F counter-screen; CellTiter-Glo ATP luminescence; inhibition, % at 5.6 µM; actives 1.1% (n = 220,000);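 active = inhibition above a per-campaign cutoff, the mean inhibition of all tested compounds plus 3 SD, cut at about 27% in these data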;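 note: 0% = DMSO wells and 100% = JAK Inhibitor I control wells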
# NPY-Y1 PAM-ag: human NPY-Y1 potentiation or agonism, primary screen; actives 0.37% (n = 220,000); NPY-Y1 expressing cells, potentiator/agonist activation; P25929; activation, % at 3.6 µM; in the data active = activation above about 33%, passing the limit was not always enough;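 note: cells stimulated with NPY at EC10 then isoproterenol at EC100; 0% = low agonist plus stimulus and 100% = saturating agonist plus stimulus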
# NPY2 pot ag: potentiates or activates human NPY-Y2 receptor. activation, % at 3.6 µM. P49146. cells expressing NPY-Y2, potentiator/agonist read-out. actives 0.45% (n = 220,000); in the data active = activation above about 27%;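 note: cells stimulated with NPY near EC25 plus isoproterenol at EC100; 0% = vehicle plus submaximal agonist and 100% = vehicle plus saturating agonist; some results beyond the cut were filed as inactive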
# Target sequence (P49146 whole entry, looked up): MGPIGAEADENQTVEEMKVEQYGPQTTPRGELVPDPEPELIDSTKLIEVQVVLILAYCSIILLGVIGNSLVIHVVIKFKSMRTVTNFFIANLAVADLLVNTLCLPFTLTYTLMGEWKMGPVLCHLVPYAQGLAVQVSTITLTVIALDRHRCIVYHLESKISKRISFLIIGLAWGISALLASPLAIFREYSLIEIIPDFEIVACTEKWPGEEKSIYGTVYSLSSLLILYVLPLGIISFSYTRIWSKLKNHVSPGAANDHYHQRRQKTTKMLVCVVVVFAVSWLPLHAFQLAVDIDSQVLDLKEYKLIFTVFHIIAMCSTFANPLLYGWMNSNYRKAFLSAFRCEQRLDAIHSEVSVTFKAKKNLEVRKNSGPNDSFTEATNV
# S1P4 agonist: human S1P4 receptor agonism; activation, % at 4.98 µM; AID 1509; actives 0.35% (n = 220,000); S1P4-expressing cell line, agonist reporter assay; in the data active = activation above about 11%;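 note: 0% = DMSO vehicle and 100% = reference agonist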
# Target sequence (O95977 whole entry, looked up): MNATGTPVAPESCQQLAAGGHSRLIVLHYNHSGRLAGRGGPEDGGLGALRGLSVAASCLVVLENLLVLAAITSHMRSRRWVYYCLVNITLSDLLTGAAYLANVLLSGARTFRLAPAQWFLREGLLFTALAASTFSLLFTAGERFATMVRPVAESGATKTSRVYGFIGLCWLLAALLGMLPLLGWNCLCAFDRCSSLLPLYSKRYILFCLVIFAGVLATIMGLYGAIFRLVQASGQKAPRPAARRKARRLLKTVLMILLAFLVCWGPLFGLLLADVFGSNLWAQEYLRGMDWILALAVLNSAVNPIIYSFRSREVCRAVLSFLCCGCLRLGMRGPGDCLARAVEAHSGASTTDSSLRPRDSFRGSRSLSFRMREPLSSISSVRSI
# CHOP inhibitor: blocks CHOP induction under ER stress; CHO-K1 CHOP-promoter luciferase, tunicamycin-induced, 15-18 h; inhibition, % at 10 µM; actives 3.8% (n = 220,000); AID 2732;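 active = compounds that reduced the stress-induced luciferase reporter signal by more than about 70% of percent inhibition, limit read from the data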;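 note: 0% = tunicamycin plus vehicle and 100% = wells without tunicamycin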
# Ba/F3 V617F tox: loss of viability in JAK2V617F-driven Ba/F3 cells | actives 1.1% (n = 220,000) | Ba/F3 EpoR-JAK2V617F viability, ATP luminescence | inhibition, % at 5.6 µM | AID 1446;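 active = inhibition above the campaign mean plus 3 SD over all tested compounds, cut at about 24% in these data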;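 note: cytokine-independent growth of Ba/F3 cells driven by EpoR plus mutant JAK2; 0% = DMSO-treated cells and 100% = JAK inhibitor I control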
# NCF1 inh: blocks human p47phox regulatory protein of NADPH oxidases | P14598 | p47phox/p22phox peptide binding, fluorescence polarization, 2 h | inhibition, % at 24.7 µM | actives 0.53% (n = 220,000);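 active = inhibition above about 30%, limit read from the data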;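 note: 0% = p47phox with labelled peptide and 100% = labelled peptide alone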
# NPY-Y1 antag: NPY-Y1 (human) receptor antagonism; HEK293-CNG Y1 cells, membrane potential fluorescence; NPY at EC95, then isoproterenol; actives 1% (n = 200,000); inhibition, % at 3.6 µM; AID 1040; P25929;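 active = inhibition above the campaign mean inhibition of all tested compounds plus 3 SD, cut at about 20% in these data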;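 note: 0% = DMSO wells given NPY plus isoproterenol and 100% = isoproterenol alone without NPY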
#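 Test system: HEK293 cells co-expressing NPY Y1 receptor and cyclic-nucleotide gated channel; Also added: NPY (25 nM), isoproterenol (1 µM), Ro 20-1724 (25 µM); Compound dosing: one concentration, 3.6 µM, in 0.4% DMSO; Timing: dye 3 h, compound 60 min room temperature, stimulation 45 min; Technique: Membrane-potential fluorescent dye readout.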
# S1P4 antagonist: antagonists of human S1P4 receptor. O95977. S1P4-expressing cells, antagonist mode, reporter read-out. inhibition, % at 4.98 µM. actives 0.26% (n = 220,000). AID 1510; in the data active = inhibition above about 29%;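 note: 0% = wells stimulated with agonist and 100% = vehicle wells without agonist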
# An asterisk follows results filed as active; / = not tested or not shown.
SMILES,BaF3 parental,NPY-Y1 PAM-ag,NPY2 pot ag,S1P4 agonist,CHOP inhibitor,Ba/F3 V617F tox,NCF1 inh,NPY-Y1 antag,S1P4 antagonist
Cc1occc1-c1nnc(SCC(=O)N2CC(=O)Nc3ccccc32)n1CC(C)C,6,-12,-2,0.8,4,1,-4,3,-10
CCOC(=O)C(=O)NNc1ccc(Cl)cc1,4,14,3,-0.3,-6,0,-3,1,2
N/C(=N\OC(=O)Oc1ccccc1)c1ccc(Br)cc1,3,-13,-4,2.4,11,-1,9,12,-23
NC(N)=NCCCc1cn(CC(=O)N2CCNCC2)nn1,5,2,5,1.4,17,-3,-6,-4,-11
CC(C)c1[nH]nc2c1C(c1cccs1)C(C#N)=C(N)O2 (centres undefined),6,5,2,-0.6,13,1,-13,17,16
CCOC(=O)c1c(C)[nH]c(C(=O)COC(=O)CCC2CCCC2)c1C,1,26,2,-4.2,7,-5,-12,3,-8
COc1cc([N+](=O)[O-])ccc1NC(=O)Cn1ccsc1=N,4,23,-8,-0.9,17,1,/,-2,-6
O=C(OCCN(C1=NS(=O)(=O)c2ccccc21)c1ccccc1Cl)c1ccc(Cl)cc1,4,-29,-2,2.0,50,-3,1,13,4
CCCNC(=O)C1CCN(S(=O)(=O)c2cccc3nonc23)CC1,6,-13,-2,0.3,13,2,-19,2,10
COc1ccc(C2c3sc(=O)[nH]c3SCC2C(N)=O)cc1 (centres undefined),0,4,6,2.6,12,-2,-13,/,-21
COc1ccc(Cl)cc1C(=O)n1nc(C)cc1C,-1,16,11,-0.1,8,-3,-2,-3,-10
O=[N+]([O-])c1ccc(NCCNS(=O)(=O)c2ccccc2)cc1,4,16,7,-1.9,15,-3,-5,-7,10
COc1cc2cc(CN(Cc3ccc4c(c3)OCO4)C(=O)c3ccco3)c(=O)[nH]c2cc1OC,3,-17,-10,2.1,/,0,/,1,3
Cc1cc(C)n2nc(C(=O)Nc3ccc(N4CCOCC4)cc3)nc2n1,5,-24,-7,0.2,16,3,-7,4,-9
Cc1ccc(NC(=O)C(c2ccc(Cl)cc2Cl)N2CCCC2)cc1 (centres undefined),3,-11,4,-2.1,40,-3,-21,8,6
CNC(=O)N1c2ccccc2NC(=O)CC1C (centres undefined),4,2,2,0.4,18,0,6,5,0
Fc1ccc(NC(=S)N2CCN(c3cccc(C(F)(F)F)c3)CC2)cc1,14,-8,0,-1.6,51,3,-7,-3,-8
Nc1c(S(=O)(=O)c2cccs2)c2nc3ccccc3nc2n1CCc1ccccc1,4,16,11,0.3,26,5,-10,-5,-14
CC(C)[C@H](NS(=O)(=O)c1cccc(C(F)(F)F)c1)C(=O)OCC(N)=O,-1,0,3,1.2,17,-2,-10,3,-18
CCCNc1ncnc2c1cnn2-c1ccc(OC)cc1,-1,-4,4,1.7,33,-4,-1,-7,0
COC(=O)C1=C(C)N=C2SC(C#N)=C(N)N2C1c1ccc(OC)cc1 (centres undefined),3,-1,-9,1.8,14,0,7,1,-10
Cc1cccn2c(CN[C@@H]3CCCC[C@H]3c3ccccc3)c(C(=O)N3CCOCC3)nc12,4,8,-6,0.6,23,-3,6,26*,-7
FC(F)(F)c1cccc(-c2ccn3ncnc3n2)c1,6,10,16,0.0,22,3,-4,2,-19
CCNC(=S)NN=C1CCC(C(C)(C)C)CC1 (centres undefined),2,5,0,1.1,38,-2,-5,6,-2
CC(=O)Nc1ccccc1OC(C)C(=O)NC(C)c1ccc(F)cc1 (centres undefined),1,-22,0,0.1,20,-4,-10,-1,-23

# (next part)
SMILES,BaF3 parental,NPY-Y1 PAM-ag,NPY2 pot ag,S1P4 agonist,CHOP inhibitor,Ba/F3 V617F tox,NCF1 inh,NPY-Y1 antag,S1P4 antagonist
CC(=O)Nc1ccc(S(=O)(=O)NCC2CCC(C(=O)NCCCN3CCCC3=O)CC2)cc1 (centres undefined),7,1,0,1.2,-12,-2,-7,8,-20
COc1cc2cc(CN(C(=O)Nc3ccccc3)C3CCCC3)c(=O)[nH]c2cc1OC,3,-7,-10,1.1,-1,1,-14,-2,-13
O=C(CCC1CCCC1)Nc1ccc([N+](=O)[O-])cn1,3,16,-13,-0.1,2,-2,0,-2,0
CC(C)CCNC(=O)CN(C)S(=O)(=O)c1cccc2nsnc12,4,-9,-8,-0.9,-12,5,-6,-1,7
CC(=O)c1ccc(N2C(=O)[C@@H]3[C@H](C2=O)[C@H]2c4ccccc4C=NN2[C@@H]3C(C)=O)cc1,-2,9,0,0.9,-5,-1,11,/,2
COc1ccc(-c2nn(CCC(=O)O)cc2/C=N/NC(N)=S)cc1,0,3,29,0.2,6,0,-13,/,12
Cc1cc(C)cc(N2C(=O)c3nccnc3C2=O)c1,1,-13,9,0.9,18,0,-1,-5,-23
COC(=O)c1nnn(-c2nonc2N)c1CSCCO,2,-1,2,-0.6,37,-4,-2,2,18
CC(C)c1ccc(NC(=O)C(c2ccc3c(c2)OCO3)N2CCC3(CC2)OCCO3)cc1 (centres undefined),0,24,-2,0.8,30,-4,3,2,-24
Cc1ccc(N2CCN(C(=O)c3ccccc3F)CC2)c(C)c1,1,12,-15,-1.3,93*,-1,-13,7,-1
C/C(Cl)=C\Cn1c(N2CCCC2)nc2c1c(=O)[nH]c(=O)n2C,4,-2,5,0.2,2,-3,-5,0,-10
CCOC(=O)CN(C#N)c1nc(C)cc(C)n1,6,0,9,-1.2,9,-2,-5,4,-10
COc1cc2nc(CN3CCOCC3)n(CC(=O)NCC(F)(F)F)c(=O)c2cc1OC,-1,-5,6,-2.4,-4,-4,-1,/,-5
CCc1nnc(NC(=O)[C@@H]2CCCN2S(=O)(=O)c2ccc3c(c2)OCCO3)s1,8,0,-3,0.0,2,4,1,4,10
COc1ccc(C(=O)Nc2ccccc2C(=O)NC(C(=O)NCc2ccco2)C(C)C)cc1 (centres undefined),0,-14,-5,0.5,21,2,-30,-1,-16
COc1cc2c(cc1OC)C(Cc1ccc(O)cc1)N(C)CC2 (centres undefined),7,-6,-24,-0.4,0,2,-6,3,-9
O=S(=O)(c1ccccc1)n1nc(-c2ccccc2)nc1NCc1ccco1,3,-77,-35,0.9,34,2,-9,18,10
COc1ccc(S(=O)(=O)NN=C2CCCC2)cc1,0,-22,5,-1.5,31,-2,2,0,-9
Fc1ccc(/C=C2\CCCC3=C2NC(=S)NC3c2ccc(F)cc2)cc1 (centres undefined),7,2,-3,-1.5,11,-2,-25,1,-6
COCCCNC(=O)CC(NS(=O)(=O)c1ccc(OC)cc1)c1ccc(OC)cc1 (centres undefined),3,8,8,1.1,6,-3,-1,8,-57
Cc1cccc(-n2c(N)cc(=O)nc2SCC(=O)Nc2cc(C)on2)c1,4,34,79*,0.1,12,0,-1,3,-15
C=CCOc1ccccc1C1C2=C(CC(C)(C)CC2=O)Nc2c1c(=O)n(C)c(=O)n2C (centres undefined),4,-1,12,-0.7,-20,-1,-16,-5,-10
CC(=O)Nc1ccc(NC(=O)CSc2nnc(C)c(=O)n2N)cc1,0,1,3,0.6,-6,-2,-9,/,-3
Cc1nc2scc(-c3ccc(Cl)cc3)c2c(=O)n1N,6,15,-10,2.4,14,-1,-21,7,-22
CC1CCCN(CCC(=O)c2ccc(Br)cc2)C1 (centres undefined),3,3,-2,-0.3,-35,3,-4,11,-25

# Full records from above. Screens in order: BaF3 parental | NPY-Y1 PAM-ag | NPY2 pot ag | S1P4 agonist | CHOP inhibitor | Ba/F3 V617F tox | NCF1 inh | NPY-Y1 antag | S1P4 antagonist
# Results for `COC(=O)c1nnn(-c2nonc2N)c1CSCCO` = 2 | -1 | 2 | -0.6 | 37 | -4 | -2 | 2 | 18
# Results for `COc1ccc(-c2nn(CCC(=O)O)cc2/C=N/NC(N)=S)cc1` = 0 | 3 | 29 | 0.2 | 6 | 0 | -13 | / | 12

# (more compounds)
SMILES,BaF3 parental,NPY-Y1 PAM-ag,NPY2 pot ag,S1P4 agonist,CHOP inhibitor,Ba/F3 V617F tox,NCF1 inh,NPY-Y1 antag,S1P4 antagonist
CC1(C)CSC(=NCc2ccccc2)N1C(=O)c1cccc([N+](=O)[O-])c1,3,-3,10,0.0,3,-5,-12,-3,-10
CCc1c(C)sc(NC(=S)N2CCN(CC)CC2)c1C(=O)OC,5,-3,-1,1.5,9,1,-19,16,-31
COc1ccc(NS(=O)(=O)c2ccc(OC)c(N(C)S(=O)(=O)c3ccc(Cl)cc3)c2)cc1,16,-10,35*,1.8,70,5,-18,4,-17
COc1ccc(NC(=O)COC(=O)CNS(=O)(=O)c2ccc(F)c(F)c2F)cc1OC,7,-13,-7,0.7,-5,2,-4,1,-27
N#Cc1cc2c(=O)n3ccccc3nc2n(Cc2ccco2)c1=NC(=O)c1ccco1,2,4,-4,3.4,11,-2,-13,-4,-21
Cc1ccccc1CNC(=O)c1ccc(Cl)c([N+](=O)[O-])c1,1,-15,1,1.3,1,-1,-5,-3,0
Cc1ccc(C(=O)NCC(=O)OC(C)C(=O)Nc2ccc(N(C)C)cc2)cc1C (centres undefined),3,-14,7,1.5,10,-2,-9,-2,3
Cc1sc2nc(N3CCOCC3)[nH]c(=O)c2c1-c1ccccc1,3,3,1,0.3,12,-1,-14,5,-19
NC(=S)n1[nH]c(-c2ccc([N+](=O)[O-])cc2)c(N=Nc2ccc(Cl)cc2)c1=O,8,3,3,3.0,107*,5,29,-2,-4
CCOC(=O)c1cnc(SC2CC(=O)N(c3ccccc3)C2=O)nc1N (centres undefined),5,-30,-14,-0.7,3,1,-8,4,-11
CC(C)NCCCOc1ccc(Cl)cc1Br,2,-10,-6,-1.8,-7,4,-16,9,11
Cc1cc(N(CN2CCCC2=O)C(=O)c2ccccc2)no1,2,-18,26,-2.5,-3,-1,-10,-9,-3
Cc1cc(NC(=O)c2ccccc2[N+](=O)[O-])ccc1Br,-1,-6,18,-1.1,20,3,-2,-3,6
Cc1cc(C)c(NC(=O)/C(=C/c2ccccc2)c2ccccc2)c(C)c1,0,7,-13,-0.2,38,-4,-1,13,-18
CCc1nc(NCCCn2ccnc2)c2oc3ccccc3c2n1,6,-21,4,0.9,2,2,4,2,1
O=C(O)c1ccc(/C=N/Nc2nnnn2-c2ccccc2)cc1,6,-2,4,-1.2,-19,4,-9,-2,3
N#CCC(=O)Nc1ccc(C(=O)OCC(=O)N(Cc2ccccc2)C2CCS(=O)(=O)C2)cc1 (centres undefined),7,7,-4,1.5,4,4,-8,0,-8
CCOC(=O)c1ccc(NC(=S)N(CCCN2CCCC2)Cc2ccco2)cc1,6,0,3,-0.8,32,-3,-3,1,2
CC(C)(C)n1nnnc1C(c1cccs1)N(Cc1cccnc1)Cc1ccccc1Cl (centres undefined),1,11,-3,0.4,6,1,0,14,-8
CCCCOC(=O)CCc1n[nH]c(=O)[nH]c1=O,2,13,20,0.8,58,-4,-6,6,4
CCOC(=O)c1c(O)c2ccccc2n(C)c1=O,5,-14,-8,1.7,-22,3,-2,5,7
Nc1c(-c2ccccc2)c(CN2CCOCC2)nn1-c1cccc([N+](=O)[O-])c1,1,15,9,0.5,1,-1,0,0,-8
O=C(Cn1nnc2ccccc21)Nc1ccccc1[N+](=O)[O-],-1,-13,-3,1.1,19,1,0,-7,-8
CC(C)N(Cc1cc2ccccc2[nH]c1=O)C(=O)c1ccco1,1,-4,17,0.6,-2,-4,-5,6,-9
O=S(=O)(c1ccc(Cl)cc1)N1CCSC1c1ccco1 (centres undefined),-1,10,8,-2.3,-2,-3,-6,2,-6
CC(=O)c1ccc(OCC(O)CN2CC(C)OC(C)C2)cc1 (centres undefined),-3,4,-2,1.0,9,-7,-11,0,-24
Nc1cccnc1Sc1cc(Cl)cc(Cl)c1,4,-6,-8,-0.5,24,2,-18,5,-19
